# KKLEB tox: reduces viability of KKLEB cystic fibrosis airway cells | AID 602141 | activity change (cytotoxicity), % at 5 µM | 360,000 tested, 0.36% active | KKLEB CF airway cells viability, ATPlite luminescence, overnight; stronger effect = lower value; cells stimulated with P. aeruginosa culture filtrate;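 active = corrected activity change at or below -50% at 5 µM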
# TWEAK Fn14 block: blocks TWEAK-Fn14 interaction in a reporter cell assay | 360,000 tested, 2% active | inhibition, % at 10 µM | TWEAK-stimulated Fn14 reporter cells, luciferase luminescence, 8 h; in the data active = inhibition above about 50%
# COUP-TFII inh: inhibitors of human COUP-TFII (NR2F2) | P24468 | HEK293T NGFI-A luciferase reporter, luminescence | inhibition, % at 8.6 µM | 370,000 tested, 0.7% active;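 active = inhibition above a per-plate cutoff, mean inhibition of test wells between control levels plus 3 SD, cut at about 38% in these data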;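 note: cells cotransfected with COUP-TFII expression vector driving the NGFI-A reporter; 0% = median of COUP-TF2 test wells and 100% = reporter-only cells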
# CF NFkB inh: cystic fibrosis NF-kB activation inhibition; KKLEB NF-kB-GFP reporter, PAF-induced, GFP fluorescence overnight; inhibition, % at 5 µM; 360,000 tested, 0.86% active;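 active = at least 50% inhibition at 5 µM, scaled per plate between neutral and stimulator controls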;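 note: PAF is a Pseudomonas aeruginosa culture filtrate used as stimulus; plate controls were PAF-stimulated DMSO wells for no effect and unstimulated DMSO wells for full effect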
# NR5A2 inv ag: NR5A2 inverse agonism in reporter assay; O00482; HEK293T StAR-luciferase reporter, LRH-1 transfected, 24 h; inhibition, % at 3.6 µM; 360,000 tested, 0.13% active; AID 602396;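 active = inhibition above the mean inhibition of all tested compounds plus 3 SD, cut at about 73% in these data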;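 note: 0% = DMSO wells and 100% = reporter-only cells lacking LRH-1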
# NCOA1 inh: human NCOA1 inhibition | HEK293 GAL4-SRC1 luciferase reporter, luminescence | inhibition, % at 3.6 µM | 360,000 tested, 0.12% active | Q15788;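 active = inhibition above the campaign mean plus 3 SD, with each screening campaign given its own cutoff, cut at about 60% in these data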;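 note: 0% = DMSO treated cells and 100% = gossypol at 36 µM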
# Target sequence (Q15788 whole entry, looked up, the tested form may be a part): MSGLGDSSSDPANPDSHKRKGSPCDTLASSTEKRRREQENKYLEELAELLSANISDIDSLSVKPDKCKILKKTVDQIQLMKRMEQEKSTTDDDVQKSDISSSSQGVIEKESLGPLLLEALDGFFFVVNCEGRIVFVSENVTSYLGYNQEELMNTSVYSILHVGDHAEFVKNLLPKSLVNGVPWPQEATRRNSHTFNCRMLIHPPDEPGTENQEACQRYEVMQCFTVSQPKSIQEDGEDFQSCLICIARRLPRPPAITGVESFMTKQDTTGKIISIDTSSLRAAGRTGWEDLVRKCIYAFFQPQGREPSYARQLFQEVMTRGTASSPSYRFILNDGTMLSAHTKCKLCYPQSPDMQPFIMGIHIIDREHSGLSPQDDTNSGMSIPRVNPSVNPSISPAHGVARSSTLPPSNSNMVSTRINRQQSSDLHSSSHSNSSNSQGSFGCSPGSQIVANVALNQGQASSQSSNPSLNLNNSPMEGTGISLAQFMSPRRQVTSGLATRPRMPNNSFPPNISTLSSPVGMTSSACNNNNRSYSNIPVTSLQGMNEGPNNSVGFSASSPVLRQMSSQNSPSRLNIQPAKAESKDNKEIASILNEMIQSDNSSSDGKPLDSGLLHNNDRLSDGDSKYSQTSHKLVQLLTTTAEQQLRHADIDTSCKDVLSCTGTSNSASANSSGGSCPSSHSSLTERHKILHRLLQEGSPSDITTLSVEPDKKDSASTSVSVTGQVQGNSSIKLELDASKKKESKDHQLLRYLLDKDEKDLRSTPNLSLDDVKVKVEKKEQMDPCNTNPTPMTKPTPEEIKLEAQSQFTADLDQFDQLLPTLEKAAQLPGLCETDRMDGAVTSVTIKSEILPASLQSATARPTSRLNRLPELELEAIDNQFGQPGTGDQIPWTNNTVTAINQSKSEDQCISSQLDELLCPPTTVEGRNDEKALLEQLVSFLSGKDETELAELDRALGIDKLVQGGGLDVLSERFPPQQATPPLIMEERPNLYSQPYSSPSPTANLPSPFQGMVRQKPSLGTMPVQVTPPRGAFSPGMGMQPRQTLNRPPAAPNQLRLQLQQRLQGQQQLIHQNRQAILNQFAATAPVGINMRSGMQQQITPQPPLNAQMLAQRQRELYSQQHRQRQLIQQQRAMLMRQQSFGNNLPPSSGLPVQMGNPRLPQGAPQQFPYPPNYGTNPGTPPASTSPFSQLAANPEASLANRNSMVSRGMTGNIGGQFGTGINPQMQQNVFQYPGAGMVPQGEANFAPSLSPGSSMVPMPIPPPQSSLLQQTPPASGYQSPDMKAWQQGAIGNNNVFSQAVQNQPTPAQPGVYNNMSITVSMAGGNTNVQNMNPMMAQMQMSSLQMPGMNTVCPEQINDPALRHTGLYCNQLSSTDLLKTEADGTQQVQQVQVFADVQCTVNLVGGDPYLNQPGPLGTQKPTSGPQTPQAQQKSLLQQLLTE
# TROY signal inh: TROY signaling inhibition | inhibition, % at 10 µM | Q293 LMP1-TROYcd NF-kB luciferase reporter, 4 h | 360,000 tested, 0.98% active;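 active = compounds whose plate-normalised and pattern-corrected inhibition of the luciferase reporter signal at the single screening dose is 50% or more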
# C8 TRAIL sens: sensitizes caspase-8 expressing cells to TRAIL | NB7+C8 cells + TRAIL, ATPlite viability luminescence | inhibition (viability loss, TRAIL sensitization), % at 10 µM | 360,000 tested, 1% active | AID 624354;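 active = compounds causing at least 50% loss of cell viability in the single-dose screen, relative to plate controls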
# Shn3 3UTR inh: Schnurri-3 reporter inhibition in Clone20 osteoblasts | 360,000 tested, 0.52% active | Clone20 osteoblast Shn3 3'UTR firefly luciferase, 24 h | inhibition, % at 12.5 µM;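 active = mean inhibition of at least 75% with every replicate also reaching 75%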;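 note: 0% = median of neutral control wells and 100% = pilot-screen positive control compound; some compounds past the cut are filed as inactive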
# LMP1 NFkB inh: Epstein-Barr LMP1 NF-kappaB reporter inhibition; LMP1-induced NF-kappaB luciferase reporter cells, luminescence; inhibition, % at 12.5 µM; 350,000 tested, 0.69% active; AID 504558; in the data active = inhibition above about 41%;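 note: 0% = neutral control wells and 100% = reference inhibitor control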
# SRC3 inh: inhibitors of human steroid receptor coactivator 3 (SRC3). HEK293 GAL4-SRC3 luciferase reporter, luminescence. inhibition, % at 3.6 µM. 360,000 tested, 0.17% active;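 active = inhibition above a per-campaign cutoff, the mean of all compounds plus 3 SD, cut at about 60% in these data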;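 note: 0% = DMSO-treated cells and 100% = gossypol-treated cells at 36 µM; higher means less SRC3-driven luciferase light from the GAL4 reporter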
# * = called active by the depositor; · = no result given.
SMILES,KKLEB tox,TWEAK Fn14 block,COUP-TFII inh,CF NFkB inh,NR5A2 inv ag,NCOA1 inh,TROY signal inh,C8 TRAIL sens,Shn3 3UTR inh,LMP1 NFkB inh,SRC3 inh
O=C(OCc1ccc(Cl)cc1)c1cccnc1Cl,0,-3,3,-16,8,3,-18,-5,4,1,16
CCN1CCN(c2ccc(S(=O)(=O)N3CCOCC3)cc2NC(=O)c2ccc(C)c(C)c2)CC1,-13,-1,-24,9,13,-22,-22,-4,9,5,-9
COc1ccc(N2C(=O)CC(NCc3cccs3)C2=O)cc1 (stereo not drawn),-1,10,10,-6,-2,1,-19,-12,-10,-5,-13
COc1cc(CN2CCC(C(=O)NC(c3ccc(F)cc3)c3ncccc3C)CC2)cc(OC)c1 (stereo not drawn),-8,3,8,-7,8,-1,3,-1,14,·,6
O=C(O)c1cccc(C(=O)O)c1Br,-11,4,8,6,-2,8,-4,-4,-13,-2,9
O=C1CCN(c2ccccc2)N1,0,-3,-2,-30,-2,11,-6,-2,6,2,-30
CCOC(=O)C1=CN(Cc2ccc(Br)cc2)S(=O)(=O)NC1C (stereo not drawn),2,28,9,13,8,7,4,0,-11,-1,3
CC(=O)OC12CC3CC(C1)C(=NO)C(C3)C2,7,-8,11,-5,19,0,25,2,-11,-8,7
CC(=O)Nc1ccc(S(=O)(=O)NCC2CCC(C(=O)N3CCCCCC3)CC2)cc1 (stereo not drawn),3,18,9,5,-1,5,3,-6,-4,-46,20
COc1cc(CN2CCCC(C(=O)N3CCc4ccccc4C3)C2)cc(OC)c1OC (stereo not drawn),-4,-6,-9,2,15,0,0,12,10,2,21
CCOC(=O)N1CCN(C(=O)COc2ccc3oc4c(c3c2)CCCC4)CC1,-15,-3,5,6,9,-12,6,1,4,1,-1
Cn1c(=O)c(=O)n(C)c2cc(N3CCOCC3)c(NS(=O)(=O)c3ccc(F)c(Cl)c3)cc21,1,-5,5,-8,8,3,-9,-4,5,3,24
CCN(CC)S(=O)(=O)c1ccc(OC)c(NC(=O)CCc2c(C)noc2C)c1,-7,-4,3,9,8,-1,-4,-3,-6,3,14
CC(=O)c1ccc(NC(=S)Nc2cccc(Cl)c2C)cc1,-4,-5,1,3,-19,-5,22,-3,-5,1,6
O=C(C1CCCCN1S(=O)(=O)c1ccccc1[N+](=O)[O-])N1CCCCC1 (stereo not drawn),0,-9,11,10,2,-17,-3,-6,10,0,4
O=C1C=C(N2CCOCC2)CO1,4,12,9,-17,-2,-5,-16,-11,4,-3,-5
COc1ccc(C2=NN(C(=O)CSc3nc(=O)n4ccc(C)cc4n3)C(c3ccc(C)cc3)C2)cc1 (stereo not drawn),-12,-5,-3,8,5,10,6,-9,12,-1,9
CCOc1ccc(C2C3=C(CCCC3=O)OC(N)=C2[N+](=O)[O-])cc1 (stereo not drawn),8,7,5,-8,1,7,-28,-9,-6,3,6
CC(=O)Oc1ccc(C(=O)Nc2cccc(C(=O)c3cccc(NC(=O)c4ccc(OC(C)=O)cc4)c3)c2)cc1,8,-2,-16,10,3,15,27,-3,6,10,5
Cc1ccc(S(=O)(=O)Cc2nnnn2-c2ccccc2)cc1,17,-13,1,-22,3,-6,-22,-10,10,-1,8
Cc1c(/C(O)=C2\C(=O)C(=O)N(CCN(C)C)C2c2cccs2)cnn1-c1ccccc1 (stereo not drawn),3,9,21,4,-13,-30,5,-3,-34,0,-16
Cc1cccc(NC(=O)c2nc[nH]c2C(=O)Nc2ccccc2[N+](=O)[O-])c1,-6,-51,1,8,-17,3,7,-6,8,-40,6
CCCNc1nc(-c2cc(-c3ccc(Cl)cc3)on2)cc(C(C)C)n1,0,1,3,-20,-6,5,-11,-2,18,-10,-6
COC(=O)c1c(-c2ccsc2)sc2ccc(-c3cc(OC)c(OC)c(OC)c3)cc12,-8,15,-13,35,-1,13,13,14,5,32,22
Cc1ccccc1NC(=O)CN1C(=O)c2ccccc2C1=O,-4,6,4,30,-5,5,0,-13,1,-1,13
COCCNC(=O)C1(C)CCCN(C(=O)c2ccc(OC)cc2OC)C1 (stereo not drawn),6,-5,6,-12,-8,9,-1,1,17,·,2
Clc1cc(Cl)cc(CSc2nnc(-c3sccc3-n3cccc3)o2)c1,-8,-14,3,7,8,5,-43,6,19,0,19
CC(C)c1nc2cc3ccccc3cc2[nH]1,5,-2,-17,-3,-30,-24,-38,8,·,-7,-14
O=c1[nH]c(=S)[nH]c2c1C(c1ccc(F)cc1)OC(CCOCc1ccccc1)C2 (stereo not drawn),2,2,20,-16,-1,1,8,0,-17,·,1
Cc1cc(C)nc(NCCC(=O)O)n1,0,2,-1,10,8,4,9,-1,3,2,10
COC(=O)N/N=C/c1cc(Cl)c(OCc2ccccc2F)c(OC)c1,1,-4,-11,2,18,-15,-20,12,-1,1,7
COCCOC(=O)/C=C1/NC(=O)CS1,2,0,10,2,-1,7,6,-8,-9,-3,11
Cc1cc2cc(CCNC(=O)c3cccs3)c(=O)[nH]c2cc1C,-5,-12,-57,13,-101,-59,-49,11,-66,-31,-92
O=C(c1ccc(F)cc1)N1CCCC(c2ccccc2)C1 (stereo not drawn),4,10,9,12,2,-10,10,-2,0,-7,9
CN(C)/C=N/c1ncc(C(=O)c2ccc(-c3ccccc3)cc2)s1,-3,-2,-12,1,-28,-35,2,-4,-36,6,3
COc1ccc(OCC(=O)NCCCn2ccnc2)cc1,4,-6,17,-4,17,2,-7,-12,4,-3,14
CCN1C/C(=C/c2cccs2)c2nc3ccccc3c(C(=O)O)c2C1,-14,-6,-2,-19,11,-15,4,-11,·,-2,-174
CCS(=O)CCSc1nc2ccccc2s1 (stereo not drawn),4,80*,-3,-6,-13,5,60*,1,5,6,3
OCc1ccccc1OCCCOc1cccc2cccnc12,2,-9,-20,2,-42,-62,-42,-6,-37,-24,-26
CC(=O)Nc1cc2cc(NS(=O)(=O)c3ccc(C)cc3)ccc2oc1=O,-17,-23,-8,32,2,0,0,-17,13,7,-25
O=C(Nc1ccc(Cl)cc1)Nc1ccc(S(=O)(=O)Nc2ncccn2)cc1,-4,-3,-5,10,0,-13,-20,-2,9,-4,-1
Cc1cc(OCc2ccccc2)ccc1/C(O)=C1/C(=O)C(=O)N(Cc2cccnc2)C1c1ccncc1 (stereo not drawn),-3,6,-3,-1,-31,-11,-33,-1,-30,-5,15
Cc1ccc(S(=O)(=O)N2CCOCC2)cc1NC(=O)CSc1nnc2n1CCCCC2,2,-2,5,6,3,-14,-7,-14,-4,-3,10
COc1ccc(Nc2nc(-c3c[nH]c4ccccc34)cs2)cc1,-11,-18,-22,-15,-31,-78,-73,-5,-108,8,-54
COC1OC(CO)C(O)C(O)C1O (stereo not drawn),10,-10,-10,-55,-12,-6,6,0,-3,-5,-6
Cc1ccc(-n2[nH]c(C)c(CCC#N)c2=O)cc1,-9,-11,·,8,13,6,-14,-2,-3,-1,-7
CCc1nc2ccc(C(=O)NCCCN(C)C)cn2c1N(CC)CCOC,5,16,2,-29,-8,9,-2,-10,5,·,-12
C=C(C)Cn1cnc2cc(C)c(C)cc21,6,86*,1,8,4,-7,-4,-18,15,5,7
O=C(CCC(=O)NNC(=O)Cc1ccccc1)NCc1ccccc1,12,-20,-9,-42,17,3,-11,-10,7,-6,3
Cc1cc(Cl)ccc1OCC(=O)NNC(=O)c1cnccn1,-6,-1,11,-11,7,-23,2,8,12,8,4
Cc1[nH]c(=O)c(C#N)c2c1CCCC2,3,9,-21,-9,6,-8,22,-8,-14,3,1
COc1cccc(NC(=O)CSc2nnc(CNC(=O)c3ccco3)n2C)c1,11,7,15,-9,-14,-21,-48,8,-28,3,19
COc1cc(-c2nc(-c3ccccn3)no2)cc(OC)c1OC,-1,-32,-24,-10,-50,-67,-62,-9,-98,-2,-50
COc1ccc(Br)cc1S(=O)(=O)n1nc(C)cc1C,-3,-13,10,4,-4,-4,8,3,-19,7,5

# A draw from above in order of length of the SMILES, ascending.
SMILES,KKLEB tox,TWEAK Fn14 block,COUP-TFII inh,CF NFkB inh,NR5A2 inv ag,NCOA1 inh,TROY signal inh,C8 TRAIL sens,Shn3 3UTR inh,LMP1 NFkB inh,SRC3 inh
COC1OC(CO)C(O)C(O)C1O (stereo not drawn),10,-10,-10,-55,-12,-6,6,0,-3,-5,-6
CCS(=O)CCSc1nc2ccccc2s1 (stereo not drawn),4,80*,-3,-6,-13,5,60*,1,5,6,3
C=C(C)Cn1cnc2cc(C)c(C)cc21,6,86*,1,8,4,-7,-4,-18,15,5,7
Cc1[nH]c(=O)c(C#N)c2c1CCCC2,3,9,-21,-9,6,-8,22,-8,-14,3,1
OCc1ccccc1OCCCOc1cccc2cccnc12,2,-9,-20,2,-42,-62,-42,-6,-37,-24,-26
COc1ccc(OCC(=O)NCCCn2ccnc2)cc1,4,-6,17,-4,17,2,-7,-12,4,-3,14
Cc1ccc(-n2[nH]c(C)c(CCC#N)c2=O)cc1,-9,-11,·,8,13,6,-14,-2,-3,-1,-7
Cc1cc(Cl)ccc1OCC(=O)NNC(=O)c1cnccn1,-6,-1,11,-11,7,-23,2,8,12,8,4
O=C(CCC(=O)NNC(=O)Cc1ccccc1)NCc1ccccc1,12,-20,-9,-42,17,3,-11,-10,7,-6,3
COc1ccc(Nc2nc(-c3c[nH]c4ccccc34)cs2)cc1,-11,-18,-22,-15,-31,-78,-73,-5,-108,8,-54
CCc1nc2ccc(C(=O)NCCCN(C)C)cn2c1N(CC)CCOC,5,16,2,-29,-8,9,-2,-10,5,·,-12
CCN1C/C(=C/c2cccs2)c2nc3ccccc3c(C(=O)O)c2C1,-14,-6,-2,-19,11,-15,4,-11,·,-2,-174
COc1cccc(NC(=O)CSc2nnc(CNC(=O)c3ccco3)n2C)c1,11,7,15,-9,-14,-21,-48,8,-28,3,19
CC(=O)Nc1cc2cc(NS(=O)(=O)c3ccc(C)cc3)ccc2oc1=O,-17,-23,-8,32,2,0,0,-17,13,7,-25
O=C(Nc1ccc(Cl)cc1)Nc1ccc(S(=O)(=O)Nc2ncccn2)cc1,-4,-3,-5,10,0,-13,-20,-2,9,-4,-1
Cc1ccc(S(=O)(=O)N2CCOCC2)cc1NC(=O)CSc1nnc2n1CCCCC2,2,-2,5,6,3,-14,-7,-14,-4,-3,10
Cc1cc(OCc2ccccc2)ccc1/C(O)=C1/C(=O)C(=O)N(Cc2cccnc2)C1c1ccncc1 (stereo not drawn),-3,6,-3,-1,-31,-11,-33,-1,-30,-5,15

# Source: PubChem

# A portion of the library; the hit share may differ from the screen's.
